Source: PubChem BioAssay
Pol iota inh: DNA polymerase iota (human) inhibition. Q9UNA4. 390,000 compounds, 1% hits. Potency, µM (titrated, usually from 115 µM), for inactives: top-dose activity, negative = inhibition, actives largely listed as inhibitors. Pol iota fluorescent replication assay, 10 min; note: potency is the fitted concentration of half-maximal effect
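Fluorescent replication assay read twice, at 0 min and 10 min after adding 50 nM (final) substrate. Enzyme (10 nM) and compounds were first incubated 15 min at room temperature; enzyme-free buffer wells were negative controls.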
POLK inh: blocks human DNA polymerase kappa activity | Q9UBT6 | purified Pol kappa, fluorescent DNA synthesis assay, 10 min | Potency, µM (doses to about 107 µM), inactives show at the highest dose activity, negative = inhibition, actives largely listed as inhibitors | 400,000 compounds, 0.53% hits; note: potency is the fitted concentration of half-maximal effect; % is set by controls: 0 for no effect and ±100 for the full control effect
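Enzyme at 10 nM met test compounds for 15 min at room temperature. Substrate addition (50 nM final) began the reaction, which was monitored by fluorescence at 0 and 10 min.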
TRHR ag: TRH receptor (human) agonism. TRHR cells, calcium flux fluo-8, FDSS agonist mode. activation, % at 2 µM. AID 493084. 360,000 compounds, 0.18% hits; in the data active = activation above about 30%; note: 0% is about no effect
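Read-out: compound-evoked intracellular calcium rise in TRHR cells, fluo-8 dye, kinetic FDSS fluorescence at 1 s/cycle following a 10-cycle baseline. Cells cultured overnight before dye loading (30 min–1.5 h, RT).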
BLM helicase inh: blocks DNA unwinding by human BLM helicase. recombinant BLM DNA unwinding, fluorescence dequenching. 350,000 compounds, 0.2% hits. Potency, µM (top dose mostly 56.1 µM), without a hit: at the highest dose activity change, negative = inhibition, usual class: inhibitors. AID 2528. P54132;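 note: potency is the fitted concentration of half-maximal effect; plate controls were vehicle for no effect and no enzyme for full effect; nearly all actives have a fitted effect of over 35% in size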
ERG Ets-DNA blk: inhibitors of human ERG Ets domain-DNA interaction. AID 624246. Potency, µM (series often up to 76.9 µM), without a hit: at the top dose FP activity, negative = inhibition, usual class: inhibitors. fluorescence polarization, His-ERG Ets domain / labelled DNA. P11308. 370,000 compounds, 0.028% hits; active = well fitted inhibition curve with a large enough effect in the polarisation, with a control signal flat; inconclusive = small, poorly fitted or top-dose-only effect, or effect the other way, or a change in a side signal; inactive = no such curve, though single readings can be large or run the other way; the % refers to the polarisation;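 note: polarization taken with two DNA probes labelled with fluorescein and Texas red; potency is the fitted concentration of half-maximal effect; % of control where 0% means no effect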
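His-tagged ERG Ets domain (1 uM in the protein solution; 300mM KCl, 50mM Tris-HCl, 1mM EDTA, 1mM DTT, pH 7.5) received compound, then a probe mix of 5 nM fluorescein-DNA and 100nM Texas-615-DNA. Fluorescence polarization was read for both dyes.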
APE1 inh: inhibitors of human APE1 endonuclease | 350,000 compounds, 0.35% hits | AID 2517 | recombinant APE1, TAMRA/BHQ-2 abasic DNA cleavage fluorescence | P27695 | Potency, µM (top dose mostly 65.8 µM), for inactives: at the top dose activity change, negative = inhibition, usual class: inhibitors;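 note: potency is the fitted concentration of half-maximal effect; plate controls were vehicle for no effect and reference inhibitor for full effect; nearly all actives have a fitted effect of over 55% in size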
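Quantitative HTS: incision of a TAMRA/BHQ-2 double-stranded substrate bearing a tetrahydrofuran abasic site by 0.75 nM APE1 raises fluorescence. Substrate 50 nM final, added after 15 min compound preincubation at room temperature; progress as third-minus-first kinetic read difference.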
Pol beta inh: DNA polymerase beta (human) inhibition. Pol beta primer extension/strand displacement, fluorescence kinetic. Potency, µM (top dose mostly 114 µM), inactives show at the top dose activity change, negative = inhibition, most hits filed as inhibitors. 340,000 compounds, 1.3% hits. AID 485314; note: potency is the fitted concentration of half-maximal effect; % is set by controls: 0 for no effect and ±100 for the full control effect
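10 nM enzyme + cpd, 15 min RT; start with substrate 50 nM final; read 0 min and after 10 min RT. Corrected, normalized data; 4-parameter Hill curve fit.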
Anesthetic bind: binds horse apoferritin like a general anesthetic; P02791; apoferritin/1-aminoanthracene competitive binding, fluorescence; Potency, µM (series often up to 77.5 µM), inactives show top-dose activity change, negative = displacement, usual class: inhibitors; 350,000 compounds, 0.074% hits; AID 485281; note: potency is the fitted concentration of half-maximal effect; % is set by controls: 0 for no effect and ±100 for the full control effect; nearly all actives have a fitted effect of over 20% in size
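Apoferritin-based anesthetic binding model; compound displacement of fluorescent 1-AMA measured as endpoint fluorescence after 10 minutes at room temperature, scaled to free-ligand and complex controls.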
ALOX12 inh: blocks human arachidonate 12S-lipoxygenase. Potency, µM (series often up to 108 µM), inactives show at the top dose activity change, negative = inhibition, most hits filed as inhibitors. P18054. purified 12hLO, xylenol orange hydroperoxide absorbance. 580,000 compounds, 1.1% hits; note: potency is the fitted concentration of half-maximal effect; % is set by controls: 0 for no effect and ±100 for the full control effect
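Purified human 12hLO (150 nM final) in 25 mM Hepes, 0.01% Triton X-100, pH 7.0 was preincubated 15 min at room temperature with compound. Then 40 uM arachidonic acid was added, 30 min. Hydroperoxide was read by Fe-XO absorbance ratio 573/405 nm.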
An asterisk follows results filed as active; u = inconclusive; x = not tested or not shown; & = joins results of further samples; [ ] = dose if it differs, or a comment. Unless noted, calls come from the whole dose curve; as a rule, active = well fitted curve in the direction sought with a large enough effect; inconclusive = small, poorly fitted or top-dose-only effect, or another doubt; inactive = no such curve, though single readings can be large; an effect the other way counts as inactive or inconclusive. These rows are one share of the data. The share of hits here may be higher or lower than overall.

The line under a structure holds: Pol iota inh, POLK inh, TRHR ag, BLM helicase inh, ERG Ets-DNA blk, APE1 inh, Pol beta inh, Anesthetic bind, ALOX12 inh
O=S(=O)(c1ccc(Cl)cc1)c1nnn2c1nc(NC1CCCCC1)c1sccc12
→ 5.6%, -18.8%, 0.5, -9.2%, 1.1%, x, 31.6µM*, -1.9%, -24.1%
Cn1c(=O)c2c(ncn2CC(=O)OCC(=O)Nc2cc(Cl)ccc2C#N)n(C)c1=O
→ -8.3%, -10.0%, x, x, -2.3%, -8.3%, x, x, -3.5%
CCCCS(=O)(=O)CC(COc1ccccc1)OC(=O)c1ccccc1 (stereo not drawn)
→ 8.6%, -2.8%, 2.1, -14.9%, 11.8%, -7.6%, -2.4%, -0.1%, 0.0%
Fc1cccc(CCN2C(=S)NC[C@@H]2CC2CCCCC2)c1
→ 35.4%, -10.0%, -0.2, -11.7%, -14.5%, -1.8%, 10.5%, -3.2%, 39.8µM*
O=C(Nc1ccc(N2CCN(C(=O)c3ccco3)CC2)cc1)c1ccc(Br)cc1
→ -26.7%, 10.9%, 0.4, -3.2%, 2.1%, 6.7%, 23.9%, -2.3%, 8.6%
O=C(O)Cn1c(O)c(C=Nc2ccccc2)sc1=S
→ 7.1%&-13.6%, -16.4%&-12.6%, 0.4&2.0, 0.6%&-7.3%, u, -1.9%&-0.6%, u, 5.6%&4.2%, u
O=C1SC(SCc2ccccc2)=N/C1=C\c1ccc(C(=O)O)cc1
→ -2.0%, -33.3%, -0.1, -5.5%, -14.5%, 0.9%, 4.1%, -18.7%, -18.7%
COc1cccc(CC(NC(C)=O)C(=O)NC2CCN(S(=O)(=O)c3ccc(C)cc3)CC2)c1OC (stereo not drawn)
→ 16.6%, -7.1%, 0.4, -6.2%, -0.8%, 4.4%, 3.1%, -7.6%, -29.5%
O=C1CC[C@@H](CN(Cc2ccccn2)Cc2nc(Cc3cccc(C(F)(F)F)c3)no2)N1
→ 14.0%, -1.9%, -1.2, -0.3%, -1.4%, 4.9%, -12.1%, -13.7%, -2.8%
CCN1CCSc2ccc(C(=O)NCc3ccccc3F)cc21
→ u, -7.2%, -1.1, -4.8%, 2.9%, 27.3%, 6.8%, 157.7%[activator], u
Cc1c(Cl)cccc1NC(=O)CCC(=O)NNC(=O)c1ccco1
→ -2.9%, -4.5%, -0.1, -0.4%, -2.8%, 0.5%, 16.6%, -10.7%, -23.5%
COc1ccccc1NC(=O)c1cc[n+]([O-])cc1
→ 20.4%, -17.9%, 0.8, 0.6%, 5.7%, 2.2%, 42.7%, -2.8%, 3.1%
COc1ccccc1NC(=O)C1=C(C)Nc2ncnn2C1c1ccccn1 (stereo not drawn)
→ 8.5%, 1.1%, 0.1, -0.6%, 1.1%, x, 22.8%, -13.1%, -21.2%
CCn1cc(S(=O)(=O)Nc2cc(F)ccc2C)cn1
→ 76.3%[activator], 3.2%, 0.2, -1.4%, -7.9%, 2.9%, -8.0%, -6.0%, u
Cc1ccc2c(c1C)NC(C(=O)O)C1CC=CC21 (stereo not drawn)
→ u, 3.16µM*, 1.1&-0.1, 17.8µM*, x, u, 2.51µM*, -16.7%&-3.8%, x

4 compounds already listed, sorted by the number in POLK inh, largest number first:
Compound,POLK inh
CCn1cc(S(=O)(=O)Nc2cc(F)ccc2C)cn1,3.2%
COc1ccccc1NC(=O)C1=C(C)Nc2ncnn2C1c1ccccn1 (stereo not drawn),1.1%
O=C1CC[C@@H](CN(Cc2ccccn2)Cc2nc(Cc3cccc(C(F)(F)F)c3)no2)N1,-1.9%
Cc1c(Cl)cccc1NC(=O)CCC(=O)NNC(=O)c1ccco1,-4.5%

(cont.)
The line under a structure holds: Pol iota inh, POLK inh, TRHR ag, BLM helicase inh, ERG Ets-DNA blk, APE1 inh, Pol beta inh, Anesthetic bind, ALOX12 inh
Cc1cc(C)c(OCCNC(=O)c2ccccc2Sc2ccccc2C#N)c(C)c1
→ -27.5%, -13.2%[60.1 µM], 1.2, -9.3%, u, -6.0%, u, 8.9%, -11.8%
CCCC(=O)Nc1c(-c2ccccc2)c(=O)c(C)nn1-c1ccc(C)cc1
→ -1.8%, -14.2%, 0.3, -5.0%, -7.4%, -2.0%, 3.2%, 6.9%, 481.9%[activator]
CCOc1ccc(CC(=O)Nc2cccc(-c3ccc4nnc(C)n4n3)c2)cc1
→ 10.2%, 9.8%, -0.6, 7.3%, 6.7%, 12.9%, -0.5%, u, 11.0%
O=C(Nc1cc(C(F)(F)F)ccc1N1CCOCC1)C1CCCO1 (stereo not drawn)
→ 8.9%, -17.2%, x, x, -1.8%, 24.9%, x, x, 174.1%[activator]
O=C(CN1C(=O)C2C3C=CC(C3)C2C1=O)N1CCc2ccccc2C1 (stereo not drawn)
→ 25.7%, -2.9%, -0.4, -14.6%, -1.8%, 14.2%, 1.1%, -13.7%, 18.2%
Cc1cc(C(=O)NNc2ccc(C(C)C)cc2)n(C(C)(C)C)n1
→ 31.5%[activator], -16.4%, 0.7, -3.5%, -0.6%, 0.3%, 1.7%, -8.9%, 0.0%
Cc1occc1-c1nnc(SCC(=O)NC2CC2)n1C
→ -11.8%, -15.0%, 1.4, -3.5%, -4.6%, 13.2%, -0.6%, -4.4%, 2.5%
Cc1ccc(C(=O)Nc2ccc(N3CCN(C(=O)c4ccco4)CC3)cc2)c(Cl)c1
→ u, u, -0.1, -7.5%, 1.4%, -15.1%, 1.3%, -10.2%, -8.5%
CC1CCCC(NC(=O)COC(=O)c2n[nH]c3ccccc23)C1C (stereo not drawn)
→ -24.9%, -6.5%, x, x, 0.8%, 0.8%, x, x, 2.5%
CC(=O)Nc1ccc(NC(=O)CSc2nncn2C)cc1
→ 8.6%, -12.9%, 0.8, -2.4%, -0.5%, 3.6%, 0.5%, -1.0%, 23.8%
CCn1cc(C(=O)NCc2ccc(F)cc2)c(=O)c2cc(S(=O)(=O)N(C)C)ccc21
→ u, -2.4%, -0.3, -0.5%, u, x, 36.3%, -2.1%, -29.6%
O=C1CSC(c2ccccc2)N1CC(O)c1ccc([N+](=O)[O-])cc1 (stereo not drawn)
→ 38.8%[activator], -12.7%, 0.2, -12.5%, -2.3%, -0.7%, 2.1%, -13.6%, u
O=C(COc1ccc(Cl)cc1Cl)OCn1nnc2ccccc2c1=O
→ 24.2%, 7.2%, -0.5, -1.8%, -10.2%, 1.4%, 28.4%, -1.9%, 84.4%[activator][57.4 µM]
Cc1ccc(NC(=O)Cn2cc(C(=O)c3ccco3)c3ccccc32)cc1
→ 79.4µM*, -3.5%[60.1 µM], 0.4, 0.9%, -0.7%, x, 11.2µM*, u, -5.6%
O=C(NCc1ccc(F)cc1)c1ccc(CS(=O)(=O)c2ccc(Cl)cc2)o1
→ -1.2%, 1.0%[60.1 µM], 1.4, -13.5%, -7.7%, x, u, -4.0%, u
COc1ccc(NC(=O)CSc2nc3c(c(=O)n(C)c(=O)n3C)n2C)c(OC)c1
→ 56.7%[activator], -22.0%, -0.8, 3.2%, -2.7%, -8.3%[12.4 µM], 11.5%, -7.1%, 5.3%
O=C1[C@@H]2CSCN2C(=O)CN1Cc1ccc(F)cc1
→ 47.7%[activator], u, -0.4, -9.2%, -9.2%, 19.6%, -13.3%, -4.2%, 24.4%
CN1C(=O)C2(c3ccccc31)N(C)CC(c1ccccc1)C21SC(=S)N(Cc2ccco2)C1=O (stereo not drawn)
→ 3.4%, 7.0%, 0.0, -8.6%, -1.4%, -4.2%, 2.9%, -8.4%, 19.6%
COc1cc(C2C3=C(CC(c4ccco4)CC3=O)Nc3ccccc3N2C(C)=O)cc(OC)c1OC (stereo not drawn)
→ -3.2%, -6.4%, 0.0, -2.9%, -1.3%, 12.0%, 4.0%, -10.9%, u
COc1ccc(CCNc2ncnc3c2cnn3-c2cccc(Cl)c2)cc1
→ -0.4%, -8.7%[60.1 µM], 0.7, -8.9%, 13.3%, x, 5.7%, -6.7%, 39.8µM*
Cc1cc(C)c2c(-n3cccc3)c(C(=O)NNS(=O)(=O)c3ccc(Cl)cc3)sc2n1
→ 12.2%, -18.3%, x, -3.6%, 1.7%, -0.8%, 26.2%, u, u
O=C(COC(=O)c1cc(-c2cccs2)nn1-c1ccccc1)Nc1cc([N+](=O)[O-])ccc1Cl
→ 49.6%[activator], 2.4%, 0.0, -4.2%, -11.5%, -0.7%, -18.1%, -13.0%, -3.1%
COc1ccccc1C1C=C(c2ccc(Cl)cc2)Nc2nc(-c3ccc(Cl)cc3)nn21 (stereo not drawn)
→ 2.5%, -11.9%, 1.7, -10.5%, 0.5%, x, -16.6%, -4.0%, u
COc1cc2nc(NC(=O)c3ccccc3)[nH]c(=O)c2cc1OC
→ -7.1%, 7.4%, 0.2, -2.1%, -0.4%, -5.4%, u, -5.2%, -17.5%&-4.1%
CC(C)CC1N=C2c3ccccc3N=C(SCC(=O)NCCc3ccc(Cl)cc3)N2C1=O (stereo not drawn)
→ 13.0%, -2.4%[60.1 µM], -1.3, 2.0%, -0.8%, x, -3.5%, 31.8%[activator], -28.8%
Cc1cccc(C(=O)NN(C)c2nc(-c3ccccc3)nnc2C(F)(F)F)c1
→ 8.8%, -3.5%, 0.0, -2.1%, -0.1%, -0.4%, -2.8%, -9.1%, -14.1%

2 compounds picked at random from the list so far:
The line under a structure holds: Pol iota inh, POLK inh, TRHR ag, BLM helicase inh, ERG Ets-DNA blk, APE1 inh, Pol beta inh, Anesthetic bind, ALOX12 inh
COc1cc2nc(NC(=O)c3ccccc3)[nH]c(=O)c2cc1OC
→ -7.1%, 7.4%, 0.2, -2.1%, -0.4%, -5.4%, u, -5.2%, -17.5%&-4.1%
Cc1ccc(C(=O)Nc2ccc(N3CCN(C(=O)c4ccco4)CC3)cc2)c(Cl)c1
→ u, u, -0.1, -7.5%, 1.4%, -15.1%, 1.3%, -10.2%, -8.5%
